Screening results from PubChem.
Scp1 inh: Scp-1 (human) phosphatase inhibition; Q9GZU7; Recombinant Scp1, phosphopeptide, malachite green phosphate absorbance; inhibition, % at 20 µM; hit rate 0.88% among 340,000;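 active = inhibition above about 50% at 20 µM, limit read from the data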;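 note: plate controls were DMSO wells with enzyme for no effect and wells lacking enzyme for full effect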
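Material – SCP-1 phosphatase catalytic domain, residues 76-261 · Buffer or medium – Acidic Tris acetate buffer with magnesium and detergent · Also added – Phospho 17-mer peptide substrate · Compound – single 20 µM dose, 1% DMSO · Times – 45 min room-temperature reaction, 5 min colour, 30 min stabiliser · Technique – Phosphate-binding colour reagent, absorbance read at 630 nm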
NRP1-CendR mod: alters CendR peptide binding to human NRP-1; hit rate 0.85% among 360,000; inhibition, % at 25 µM; O14786; FAM-RPARPAR peptide binding to NRP-1, fluorescence polarization;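 active = inhibition or corrected inhibition above about 18%, plus a signal ratio from 0.5 to 1.5, limit read from the data, passing the limit was not always enough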; note: strong numbers were not always called active
STEP inh: inhibitors of human striatal-enriched phosphatase STEP; P54829; recombinant STEP, OMFP fluorogenic substrate, fluorescence; inhibition, % at 20 µM; hit rate 0.25% among 360,000; AID 588621;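 active = inhibition at 20 µM, scaled per plate between control wells, above about 37%, limit read from the data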;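 note: 0% = DMSO with enzyme and substrate and 100% = substrate only without enzyme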
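material = STEP tyrosine phosphatase | reagent = fluorogenic phosphatase substrate OMFP at 25 µM final | doses = single compound dose of 20 µM, 1% DMSO final | schedule = 20 min reaction, room temperature, in the dark | measured by = fluorescence, 480/540 nm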
SKN-1 block: blocks SKN-1 activity in C. elegans | inhibition, % at 21.8 µM | C. elegans VP596 Pgst-4::GFP/RFP ratio, acrylamide-induced, 24 h | hit rate 0.49% among 360,000;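 active = interference check ratio from 0.5 to 1.5 plus GFP to RFP signal ratio inhibition reaching or exceeding a fixed threshold, cut at about 30% in these data, passing the limit was not always enough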; note: some compounds called inactive have numbers as strong as hits
MT1-MMP act inh: MT1-MMP (human) activation inhibition; hit rate 0.061% among 360,000; AID 651647; HT1080 RFP-PRO-GFP cells, GFP/RFP ratio fluorescence, overnight; percent of plate control window, DMSO zero; GFP/RFP ratio change, % at 20 µM; P50281;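 active = GFP/RFP ratio change of at least 30% with cell ATP level not reduced by more than half and red fluorescence within 50% of control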; note: strong numbers were not always called active
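Test system: HT1080 cells expressing an RFP-PRO-GFP fluorescent reporter construct / Compound dosing: single-point 20 µM compound, 1% DMSO / Schedule: cells overnight before dosing, compound overnight, 37 °C, 5% CO2 / Evaluation: GFP/RFP fluorescence ratio / Control set: DMSO and RFP-L50D-GFP cell wells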
DNMT1 inh: blocks human DNA methyltransferase DNMT1; P26358; hit rate 0.83% among 360,000; DNMT1 molecular beacon, Hinp1I cleavage, fluorescence; inhibition (reported as % activation of signal), % at 10 µM; AID 588458; in the data active = inhibition above about 50%
Target sequence (P26358 504-1616 limits assumed): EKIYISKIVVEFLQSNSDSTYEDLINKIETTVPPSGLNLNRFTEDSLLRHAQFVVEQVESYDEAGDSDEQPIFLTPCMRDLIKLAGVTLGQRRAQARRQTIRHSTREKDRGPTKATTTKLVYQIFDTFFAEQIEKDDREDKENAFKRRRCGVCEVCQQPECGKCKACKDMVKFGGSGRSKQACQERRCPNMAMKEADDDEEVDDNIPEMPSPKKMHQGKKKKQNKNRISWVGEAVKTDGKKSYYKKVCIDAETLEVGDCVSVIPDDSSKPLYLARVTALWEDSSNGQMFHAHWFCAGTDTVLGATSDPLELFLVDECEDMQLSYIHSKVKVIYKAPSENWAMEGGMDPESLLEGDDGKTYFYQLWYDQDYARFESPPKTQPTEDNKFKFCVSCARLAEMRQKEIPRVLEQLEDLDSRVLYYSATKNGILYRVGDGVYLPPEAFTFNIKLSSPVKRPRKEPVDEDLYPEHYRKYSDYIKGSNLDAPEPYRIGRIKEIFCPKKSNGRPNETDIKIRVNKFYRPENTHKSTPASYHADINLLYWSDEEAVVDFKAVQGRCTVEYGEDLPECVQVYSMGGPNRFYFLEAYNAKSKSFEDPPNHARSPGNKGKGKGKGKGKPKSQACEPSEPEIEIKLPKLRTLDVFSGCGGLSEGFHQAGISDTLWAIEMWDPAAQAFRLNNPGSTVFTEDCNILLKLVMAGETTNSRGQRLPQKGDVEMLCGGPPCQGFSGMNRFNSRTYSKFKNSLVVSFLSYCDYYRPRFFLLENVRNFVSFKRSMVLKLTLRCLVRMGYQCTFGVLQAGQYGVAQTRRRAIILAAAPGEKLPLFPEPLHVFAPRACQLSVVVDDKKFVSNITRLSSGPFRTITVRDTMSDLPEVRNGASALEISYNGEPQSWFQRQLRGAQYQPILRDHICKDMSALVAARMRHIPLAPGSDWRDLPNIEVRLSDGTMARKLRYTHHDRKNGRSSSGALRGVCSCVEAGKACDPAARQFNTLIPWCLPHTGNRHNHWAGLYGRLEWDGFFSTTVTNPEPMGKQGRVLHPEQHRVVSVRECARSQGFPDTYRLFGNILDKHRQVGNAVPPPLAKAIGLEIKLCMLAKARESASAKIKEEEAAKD
SUMO1 PPI mod: alters human SUMO1 binding to SIM partners; hit rate 0.33% among 360,000; inhibition, % at 20 µM; P63165; SUMO1 binding to a labelled peptide, TR-FRET, 1 h; AID 602429; in the data active = inhibition above about 37%
LMPTP inh: blocks human LMPTP phosphatase; inhibition, % at 20 µM; AID 651560; hit rate 0.22% among 360,000; recombinant LMPTP-A, OMFP fluorogenic substrate, fluorescence intensity;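 active = compounds that cut the enzyme signal by at least half of the control window in the single-dose screen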;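 note: plate controls were DMSO wells with enzyme plus substrate for no effect and substrate without enzyme for full effect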
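test system = LMPTP-A | amount = 0.625 nM LMPTP-A final | reagent = fluorogenic phosphatase substrate OMFP at 400 µM final | incubation = 50 min at room temperature | benchmarks = no-enzyme low control, uninhibited high control | medium = Bis-Tris pH 6.0, DTT, detergent | signal = fluorescence intensity of OMFP turnover product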
NadD inh: blocks S. aureus nicotinate mononucleotide adenylyltransferase | purified NadD enzyme, colorimetric absorbance read-out | inhibition, % at 20 µM | AID 602399 | hit rate 0.78% among 360,000; in the data active = inhibition above about 26%; note: some compounds past the cut are filed as inactive
Rpn11 block: inhibitors of human proteasome Rpn11; AID 588493; human 26S proteasome, Ub4-pepOG fluorescence polarization; 20S core pre-blocked with epoxomicin; O00487; hit rate 0.59% among 360,000; calls only at 20 µM;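 active = inhibition at 20 µM, scaled to each plate's controls, above about 33%, limit read from the data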
Starred values were filed as active, the others as inactive.

What do the screens show for `COc1ccc(CCN2C(=S)N(C)C(=O)C2CC(=O)Nc2ccc(F)cc2)cc1` (stereo not drawn)?
Scp1 inh: 0; NRP1-CendR mod: -3; STEP inh: -1; SKN-1 block: -1; MT1-MMP act inh: 5; DNMT1 inh: 2; SUMO1 PPI mod: 3; LMPTP inh: -0.3; NadD inh: -14; Rpn11 block: inactive

How did CCOC(=O)c1cc(-c2csc(Nc3c(C)cc(C)cc3C)n2)on1 do in these assays?
Scp1 inh: -4; NRP1-CendR mod: 13; STEP inh: 0; SKN-1 block: -9; MT1-MMP act inh: -3; DNMT1 inh: 2; SUMO1 PPI mod: -9; LMPTP inh: 2.4; NadD inh: -3; Rpn11 block: inactive

Results for COCCNC(=O)C(c1cccs1)N(C(=O)Cn1nnc2ccccc21)c1ccc(OC)cc1 (stereo not drawn) ?
Scp1 inh: 3; NRP1-CendR mod: -12; STEP inh: 2; SKN-1 block: -8; MT1-MMP act inh: 2; DNMT1 inh: 3; SUMO1 PPI mod: -2; LMPTP inh: -0.5; NadD inh: 3; Rpn11 block: inactive

What do the screens show for `COC(C[C@@H]1O[C@@H]1[C@H](O)[C@H](C)OCc1ccccc1)OC`?
Scp1 inh: -2; NRP1-CendR mod: 19; STEP inh: 0; SKN-1 block: -3; MT1-MMP act inh: -3; DNMT1 inh: 4; SUMO1 PPI mod: 0; LMPTP inh: -1.2; NadD inh: -2; Rpn11 block: inactive

What do the screens show for `CC(=N[C@@H]1CCCC[C@H]1N=C(C)c1ccccc1O)c1ccccc1O`?
Scp1 inh: -5; NRP1-CendR mod: 0; STEP inh: -2; SKN-1 block: 1; MT1-MMP act inh: 1; DNMT1 inh: 1; SUMO1 PPI mod: -1; LMPTP inh: -5.3; NadD inh: -6; Rpn11 block: inactive

How did COc1ccc(NC(=O)CNC(=O)c2nn(-c3ccc(OC)c(OC)c3)c(=O)c3ccccc23)c(OC)c1 do in these assays?
Scp1 inh: -6; NRP1-CendR mod: -1; STEP inh: 3; SKN-1 block: -3; MT1-MMP act inh: -1; DNMT1 inh: -1; SUMO1 PPI mod: -8; LMPTP inh: -1.1; NadD inh: -12; Rpn11 block: inactive

Results for Cn1c(SCC(=O)Nc2ccc(NC(=O)c3ccccc3F)cc2)nnc1-c1ccncc1 ?
Scp1 inh: -32; NRP1-CendR mod: -4; STEP inh: 0; SKN-1 block: 20; MT1-MMP act inh: 1; DNMT1 inh: -1; SUMO1 PPI mod: 4; LMPTP inh: 0.7; NadD inh: 10; Rpn11 block: inactive

How did Cc1cc(Nc2ncc(Cl)cc2Cl)n(-c2ccccn2)n1 do in these assays?
Scp1 inh: -6; NRP1-CendR mod: -8; STEP inh: 0; SKN-1 block: 16; MT1-MMP act inh: 0; DNMT1 inh: 1; SUMO1 PPI mod: 0; LMPTP inh: -1.1; NadD inh: -8; Rpn11 block: inactive

How did COc1ccc(OCCC(=O)N2CCOCC2)cc1 do in these assays?
Scp1 inh: -3; NRP1-CendR mod: -5; STEP inh: 1; SKN-1 block: 2; MT1-MMP act inh: 0; DNMT1 inh: 1; SUMO1 PPI mod: 4; LMPTP inh: -0.6; NadD inh: 3; Rpn11 block: inactive

What do the screens show for `O=C(Nc1ccc(-n2cnnn2)cc1)c1cc(S(=O)(=O)N2CCCC2)ccc1Cl`?
Scp1 inh: -2; NRP1-CendR mod: -14; STEP inh: -2; SKN-1 block: 10; MT1-MMP act inh: -4; DNMT1 inh: -2; SUMO1 PPI mod: 5; LMPTP inh: 0.3; NadD inh: 2; Rpn11 block: inactive

Results for O=C1C=C(NCc2ccco2)CC(c2ccc(Cl)cc2)C1 (stereo not drawn) ?
Scp1 inh: 0; NRP1-CendR mod: 10; STEP inh: 0; SKN-1 block: 11; MT1-MMP act inh: -4; DNMT1 inh: -3; SUMO1 PPI mod: 2; LMPTP inh: 0.8; NadD inh: 7; Rpn11 block: inactive

How did O=C(c1ccc(CNS(=O)(=O)c2ccc(Br)cc2)cc1)N1CCCCC1 do in these assays?
Scp1 inh: 1; NRP1-CendR mod: 0; STEP inh: 2; SKN-1 block: 14; MT1-MMP act inh: 1; DNMT1 inh: -3; SUMO1 PPI mod: 0; LMPTP inh: 0.9; NadD inh: -1; Rpn11 block: inactive

Results for COC(=O)CSc1[nH]c2ccc(Br)cc2c1[N+](=O)[O-] ?
Scp1 inh: -4; NRP1-CendR mod: -2; STEP inh: 0; SKN-1 block: 0; MT1-MMP act inh: 6; DNMT1 inh: 0; SUMO1 PPI mod: -14; LMPTP inh: 1.2; NadD inh: -1; Rpn11 block: inactive

Results for S=C(NCc1ccccc1)Nc1cccc2ccccc12 ?
Scp1 inh: 9; NRP1-CendR mod: -12; STEP inh: -5; SKN-1 block: 4; MT1-MMP act inh: 1; DNMT1 inh: -8; SUMO1 PPI mod: -15; LMPTP inh: -1.6; NadD inh: -7; Rpn11 block: inactive

Results for Cc1cc(Cl)ccc1NC(=S)NCc1ccco1 ?
Scp1 inh: -7; NRP1-CendR mod: 9; STEP inh: -2; SKN-1 block: 5; MT1-MMP act inh: 0; DNMT1 inh: 0; SUMO1 PPI mod: 4; LMPTP inh: -2.4; NadD inh: 4; Rpn11 block: inactive

What do the screens show for `Cc1cc(OC(=O)N2CCCCC2)cc(C)c1Cl`?
Scp1 inh: -8; NRP1-CendR mod: -4; STEP inh: -6; SKN-1 block: 10; MT1-MMP act inh: -2; DNMT1 inh: -1; SUMO1 PPI mod: 2; LMPTP inh: 1.3; NadD inh: 1; Rpn11 block: inactive

Results for O=C(O)c1cc(-c2cccs2)nn1-c1ccccc1 ?
Scp1 inh: 5; NRP1-CendR mod: -3; STEP inh: -4; SKN-1 block: 8; MT1-MMP act inh: 3; DNMT1 inh: 4; SUMO1 PPI mod: 3; LMPTP inh: -2.4; NadD inh: -3; Rpn11 block: inactive

Results for O=C(NC1CCCCCC1)C(=S)NC1CCCCC1 ?
Scp1 inh: -6; NRP1-CendR mod: -8; STEP inh: 57*; SKN-1 block: 1; MT1-MMP act inh: 0; DNMT1 inh: 2; SUMO1 PPI mod: 0; LMPTP inh: -0.5; NadD inh: -4; Rpn11 block: inactive

What do the screens show for `CCn1nnnc1-c1ccc(OC)c(S(=O)(=O)Nc2ccccc2OC)c1`?
NRP1-CendR mod: 1; STEP inh: 0; SKN-1 block: -1; MT1-MMP act inh: -3; DNMT1 inh: 1; SUMO1 PPI mod: 4; LMPTP inh: -1.6; NadD inh: -6; Rpn11 block: inactive

What do the screens show for `CC(C)C(NC(=O)c1c(F)cccc1F)C(=O)NC1CC(C)(C)NC(C)(C)C1` (stereo not drawn)?
Scp1 inh: -4; NRP1-CendR mod: 16; STEP inh: -1; SKN-1 block: 4; MT1-MMP act inh: 1; DNMT1 inh: 3; SUMO1 PPI mod: -2; LMPTP inh: -1.1; NadD inh: 3; Rpn11 block: inactive

Results for O=C(c1ccccn1)N1CCN(S(=O)(=O)c2ccc3ccccc3c2)CC1 ?
Scp1 inh: 0; NRP1-CendR mod: 0; STEP inh: -6; SKN-1 block: 9; MT1-MMP act inh: 6; DNMT1 inh: 4; SUMO1 PPI mod: -10; LMPTP inh: -0.5; NadD inh: 4; Rpn11 block: inactive

How did Cc1ccccc1NC(=S)NCCc1ccccc1 do in these assays?
Scp1 inh: -5; NRP1-CendR mod: -17; STEP inh: -4; SKN-1 block: 4; MT1-MMP act inh: 0; DNMT1 inh: 3; SUMO1 PPI mod: 4; LMPTP inh: -1.2; NadD inh: -1; Rpn11 block: inactive

What do the screens show for `O=P(O)(O)C(O)C(F)(F)C(F)(F)C(F)(F)C(F)F` (stereo not drawn)?
Scp1 inh: 8; NRP1-CendR mod: -3; STEP inh: 2; SKN-1 block: -15; MT1-MMP act inh: -1; DNMT1 inh: -2; SUMO1 PPI mod: -4; LMPTP inh: 0.3; NadD inh: -1; Rpn11 block: inactive

Results for Cc1ccc(-c2ccccc2NC(=O)C2C3C=CC(C3)C2C(=O)O)o1 (stereo not drawn) ?
Scp1 inh: -5; NRP1-CendR mod: 8; STEP inh: -2; SKN-1 block: 15; MT1-MMP act inh: -8; DNMT1 inh: -1; SUMO1 PPI mod: -7; LMPTP inh: 0.1; NadD inh: 9; Rpn11 block: inactive

What do the screens show for `Cc1ccc(N2C(=O)C3C4C=CC(CNC(=S)N5CCN(c6cccc(C)c6)C(C)C5)(O4)C3C2=O)cc1` (stereo not drawn)?
Scp1 inh: -5; NRP1-CendR mod: 7; STEP inh: 5; SKN-1 block: -2; MT1-MMP act inh: 10; DNMT1 inh: 11; SUMO1 PPI mod: -4; LMPTP inh: 1.6; NadD inh: 14; Rpn11 block: inactive

How did COc1ccc(N2C(=O)CC(Sc3nc4c(cc3C#N)CCC4)C2=O)cc1 (stereo not drawn) do in these assays?
Scp1 inh: -6; NRP1-CendR mod: -9; STEP inh: 2; SKN-1 block: 13; MT1-MMP act inh: 17; DNMT1 inh: -2; SUMO1 PPI mod: -16; LMPTP inh: 1.3; NadD inh: 0; Rpn11 block: inactive

Ordered by count of non-hydrogen atoms (lowest first): some entries from above
Results for O=C(O)c1cc(-c2cccs2)nn1-c1ccccc1 ?
Scp1 inh: 5; NRP1-CendR mod: -3; STEP inh: -4; SKN-1 block: 8; MT1-MMP act inh: 3; DNMT1 inh: 4; SUMO1 PPI mod: 3; LMPTP inh: -2.4; NadD inh: -3; Rpn11 block: inactive

What do the screens show for `CCn1nnnc1-c1ccc(OC)c(S(=O)(=O)Nc2ccccc2OC)c1`?
NRP1-CendR mod: 1; STEP inh: 0; SKN-1 block: -1; MT1-MMP act inh: -3; DNMT1 inh: 1; SUMO1 PPI mod: 4; LMPTP inh: -1.6; NadD inh: -6; Rpn11 block: inactive

What do the screens show for `CC(C)C(NC(=O)c1c(F)cccc1F)C(=O)NC1CC(C)(C)NC(C)(C)C1` (stereo not drawn)?
Scp1 inh: -4; NRP1-CendR mod: 16; STEP inh: -1; SKN-1 block: 4; MT1-MMP act inh: 1; DNMT1 inh: 3; SUMO1 PPI mod: -2; LMPTP inh: -1.1; NadD inh: 3; Rpn11 block: inactive

What do the screens show for `Cc1ccc(N2C(=O)C3C4C=CC(CNC(=S)N5CCN(c6cccc(C)c6)C(C)C5)(O4)C3C2=O)cc1` (stereo not drawn)?
Scp1 inh: -5; NRP1-CendR mod: 7; STEP inh: 5; SKN-1 block: -2; MT1-MMP act inh: 10; DNMT1 inh: 11; SUMO1 PPI mod: -4; LMPTP inh: 1.6; NadD inh: 14; Rpn11 block: inactive
